Screening data: PubChem, National Center for Advancing Translational Sciences (NCATS)
TSG101-PTAP inh = qHTS Assay for Iinhibitors of HIV-1 Budding by Blocking the Interaction of PTAP/TSG101 | Tumor susceptibility gene 101 protein (Homo sapiens), Q99816 | Fluorescence polarization, FITC-PTAP peptide / Tsg101 binding | Potency, µM (top dose mostly 115 µM), for inactives: top-dose activity change, negative = inhibition, actives largely listed as inhibitors | 340,000 tested, under 10 active | AID 493005, 2010; active = well fitted inhibition curve with a large enough effect in the main read-out, with a control signal flat, not every such curve was filed as active; inconclusive = small, poorly fitted or top-dose-only effect, or effect the other way, or a change in a side signal; inactive = no such curve, though single readings can be large or run the other way; also: potency is read from the fitted curve at half-maximal effect; % of control where 0% means no effect
Target sequence (Q99816 whole entry, looked up): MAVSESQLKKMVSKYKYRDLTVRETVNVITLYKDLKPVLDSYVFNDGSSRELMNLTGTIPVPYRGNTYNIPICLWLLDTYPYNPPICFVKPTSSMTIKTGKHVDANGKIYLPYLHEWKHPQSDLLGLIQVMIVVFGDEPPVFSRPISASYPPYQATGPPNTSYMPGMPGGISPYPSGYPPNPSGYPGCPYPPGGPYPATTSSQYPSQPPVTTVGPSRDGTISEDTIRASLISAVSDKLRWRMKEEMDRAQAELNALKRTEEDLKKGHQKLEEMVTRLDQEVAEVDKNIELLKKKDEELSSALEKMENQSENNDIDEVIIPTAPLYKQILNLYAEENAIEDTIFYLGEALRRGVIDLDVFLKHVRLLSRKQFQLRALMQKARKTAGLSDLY
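FP read-out: FITC-PTAP peptide, 50 nM final, binding Tsg101 binding domain, 10 uM final; 20 min, r.t.; 10 mM HEPES pH 7.5, 0.15 M NaCl, 0.01% Tween 20, 3 mM EDTA, 0.1 mM TCEP.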
Eya2 inh = qHTS Assay for Inhibitors of the Phosphatase Activity of Eya2 | Potency, µM (doses to about 76.9 µM), inactives show at the highest dose activity, negative = inhibition, hits mostly inhibitors | 330,000 tested, 0.006% active | recombinant Eya2, OMFP fluorescence dephosphorylation (OMFP is methylfluorescein phosphate); also: potency is read from the fitted curve at half-maximal effect; % is scaled to controls: 0 for no effect and ±100 for the full control effect
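Eya2 (0.2 uM) preincubated 10 min at ambient with compound, then OMFP substrate added at 50 uM; 10 min reaction in 50 mM HEPES pH 7.5, 50 mM NaCl, 5 uM MgCl2, 0.05% BSA, 1 mM DTT. Fluorescence read at Ex 485/Em 525 nm.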
TRPV1 ag = HTS Assay for Compounds that Act as Agonists of the Vanilloid Receptor 1 | Transient receptor potential cation channel subfamily V member 1 (Homo sapiens), Q8NER1 | 320,000 tested, 0.19% active | AID 540275, 2011 | TRPV1-expressing cells, Fluo-8 calcium influx, agonist mode | activation, % at 8.33 µM; in the data active = activation above about 80%; inconclusive = between about 30% and that limit; also: 0% is about no effect
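TRPV1-expressing cells were cultured overnight at 35.5C and loaded with Fluo-8 calcium dye for 40 to 90 min at room temperature. After a 10 s baseline, compound was added and calcium influx was read kinetically for 3 min (ex 480/em 520 nm).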
p53 reactivation = qHTS assay for re-activators of p53 using a Luc reporter. H1299 p53-A138V BP100-luciferase reporter, luminescence, 24 h. Potency, µM (top dose mostly 92.2 µM), for the others: at the highest dose activity change, positive = activation, hits mostly activators. 320,000 tested, 0.063% active. AID 504706, 2011; also: potency is read from the fitted curve at half-maximal effect; % of control where 0% means no effect; nearly all actives have a fitted effect of over 45% in size
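p53-null H1299 cells stably carrying temperature-sensitive p53-A138V and a BP100-luciferase reporter were pinned with compounds (4-point, 1:5 series) and held 24 hrs at 37 deg C. Luminescence was read 10 min after detection reagent.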
ASM inhibitor = Inhibitors of Secretory Acid Sphingomyelinase (S-ASM): qHTS. Sphingomyelin phosphodiesterase (Homo sapiens), P17405. placental ASM, HMU-PC fluorogenic substrate, 60 min. Potency, µM (titrated, usually from 57.5 µM), for the others: at the highest dose activity change, negative = inhibition, most hits filed as inhibitors. 340,000 tested, 0.006% active; also: potency is read from the fitted curve at half-maximal effect
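Fluorescence read-out (Ex 386 nm, Em 447 nm) after stopping the reaction at pH 10. Enzyme: ASM from human placenta; substrate HMU-PC0, 9 uM final; 60 min, 37 °C. Compound preincubation 10 min, ambient temperature.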
BRCA1 expr act = qHTS Assay to Identify Small Molecule Activators of BRCA1 Expression; Potency, µM (titrated, usually from 46.1 µM), for the others: top-dose activation, actives largely listed as activators; MCF7-BRCA1-FFLuc reporter, luminescence, 48 h; response scale: scaled: vehicle 0%, 10 µM genistein 100%; 380,000 tested, 1.1% active; also: potency is read from the fitted curve at half-maximal effect; nearly all actives have a fitted effect of over 80% in size; some results filed as inactive show a strong effect at the top dose
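MCF7 cells carrying a BRCA1-firefly luciferase reporter (2000 cells/well, phenol-red free MEM) were attached for 2 h at 37 °C, then given compounds for 48 h. Luminescence was read 15 min after luciferase reagent; activity normalized to genistein (10 microM) and DMSO.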
uPA surface inh = qHTS for Inhibitors of Cell Surface uPA Generation | AID 540303, 2011 | cell surface uPA generation assay, qHTS | 330,000 tested, 0.31% active | Potency, µM (series often up to 38.3 µM), for the others: at the top dose activity change, negative = inhibition, actives largely listed as inhibitors; active = well fitted inhibition curve with a large enough effect; inconclusive = small, poorly fitted or top-dose-only effect; inactive = no such curve, though single readings can be large or run the other way; tested in mouse RAW 264.7 cells; also: potency is read from the fitted curve at half-maximal effect; % is scaled to controls: 0 for no effect and ±100 for the full control effect; nearly all actives have a fitted effect of over 55% in size
ELG1 genotoxic = qHTS screen for small molecules that induce genotoxicity in human embryonic kidney (HEK293T) cells expressing luciferase-tagged ELG1. Potency, µM (series often up to 46 µM), inactives show top-dose activity change, positive = activation, usual class: activators. HEK293T ELG1-luciferase reporter, luminescence, 16 h. 330,000 tested, 1.3% active; also: potency is read from the fitted curve at half-maximal effect; % of control where 0% means no effect; nearly all actives have a fitted effect of over 60% in size
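Step 1: seed 2,000 HEK293T ELG1-luciferase cells per well. Step 2: add compound or DMSO, incubate 16 hr at 37 °C. Step 3: ONE-Glo, 30 min at room temperature, read luminescence.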
Integrin act MD = qHTS for Activators of Integrin-Mediated Alleviation for Muscular Dystrophy; alpha7betagal myoblasts, beta-gal FDG fluorescence, 48 h; Potency, µM (doses to about 38.3 µM), for the others: top-dose activation, usual class: activators; 350,000 tested, 0.064% active; AID 624291, 2012;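 also: potency is read from the fitted curve at half-maximal effect; 100% = response of the positive control SU9516; nearly all actives have a fitted effect of over 60% in size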
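alpha7betagal+/- myoblasts (passage 13, 250/well) treated 48 h at 37C with compounds at 1:260 dilution of DMSO stock. Lysed, then beta-galactosidase activity read as FDG fluorescence (ex 480/em 540) after 30 min, with pre-read for autofluorescence.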
B2AR arrestin = qHTS assay of beta-arrestin-biased ligands of beta2-adrenergic receptor. beta-arrestin recruitment to beta2AR, cell-based reporter. 330,000 tested, 0.02% active. AID 492947, 2010. Potency, µM (titrated, usually from 46.1 µM), inactives show top-dose activation, most hits filed as activators. Beta-2 adrenergic receptor (Homo sapiens), P07550;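 also: potency is read from the fitted curve at half-maximal effect; 0% = DMSO controls and full agonism = EC100 isoproterenol or metaproterenol; nearly all actives have a fitted effect of over 65% in size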
USP2a inh = qHTS Assay for Inhibitors of Ubiquitin-specific Protease USP2a Using CHOP2 as the Reporter; Ubiquitin carboxyl-terminal hydrolase 2 (Homo sapiens), O75604; USP2 core, Ub-CHOP2 coupled fluorogenic reporter, 485/531; Potency, µM (titrated, usually from 38.3 µM), for the others: at the highest dose activity change, negative = inhibition, hits mostly inhibitors; 330,000 tested, 0.01% active;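 also: potency is read from the fitted curve at half-maximal effect; plate controls were DMSO wells for no effect and full inhibition by NEM control for full effect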
Target sequence (O75604 whole entry, looked up): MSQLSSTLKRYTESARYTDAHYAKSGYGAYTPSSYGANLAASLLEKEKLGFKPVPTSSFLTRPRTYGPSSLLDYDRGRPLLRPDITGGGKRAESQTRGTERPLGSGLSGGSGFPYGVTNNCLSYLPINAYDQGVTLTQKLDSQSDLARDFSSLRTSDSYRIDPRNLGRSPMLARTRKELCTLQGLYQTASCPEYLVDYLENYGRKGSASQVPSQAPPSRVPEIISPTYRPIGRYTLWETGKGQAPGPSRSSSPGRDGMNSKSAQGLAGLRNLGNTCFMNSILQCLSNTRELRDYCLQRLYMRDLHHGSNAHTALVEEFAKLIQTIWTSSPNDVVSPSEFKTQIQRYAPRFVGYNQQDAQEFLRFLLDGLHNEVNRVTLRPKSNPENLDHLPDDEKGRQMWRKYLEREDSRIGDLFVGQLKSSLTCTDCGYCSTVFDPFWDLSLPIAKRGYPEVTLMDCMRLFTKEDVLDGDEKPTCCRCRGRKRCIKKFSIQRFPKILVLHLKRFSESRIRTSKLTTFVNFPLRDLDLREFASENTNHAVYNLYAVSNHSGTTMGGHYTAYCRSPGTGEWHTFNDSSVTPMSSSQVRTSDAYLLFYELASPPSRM
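USP2 core (10nM final) preincubated 30min RT with compound in 20mM Tris-HCl pH 8.0, 2mM CaCl2, 2mM beta-mercaptoethanol, 0.05% CHAPS; 25nM Ub-CHOP2 plus 25nM reporter substrate added, fluorescence (Ex485/Em531) read after 60min.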
An asterisk follows results filed as active; ? = inconclusive; / = not tested or not shown; [ ] = another dose, or the depositor's remark. Unless noted, calls follow the shape of the dose curve; as a rule, active = well fitted curve in the direction sought with a large enough effect; inconclusive = small, poorly fitted or top-dose-only effect, or another doubt; inactive = no such curve, though single readings can be large; an effect the other way counts as inactive or inconclusive.

Letters – A = TSG101-PTAP inh; B = Eya2 inh; C = TRPV1 ag; D = p53 reactivation; E = ASM inhibitor; F = BRCA1 expr act; G = uPA surface inh; H = ELG1 genotoxic; I = Integrin act MD; J = B2AR arrestin; K = USP2a inh
canonical_smiles: Cc1ccc(C(=O)Nc2nc3n(n2)C(c2ccccc2)CC(=O)N3)cc1 (stereo not given)
  A: -4.1% | B: 3.0% | C: -0.7 | D: 0.1% | E: 2.0% | F: 3.0% | G: 5.2% | H: -2.9% | I: 42.1% | J: -0.1% | K: 0.2%

canonical_smiles: CCN1CCc2c(OCc3ccccc3)cccc2C1=O
  A: -0.2% | B: 1.0% | C: ? | D: -6.9% | E: 4.5% | F: -12.4% | G: -2.2% | H: -10.5% | I: ? | J: 0.3% | K: -4.6%

canonical_smiles: COc1cccc(CN(C)C(=O)CSCC(=O)Nc2cccc(C)c2)c1OC
  A: -1.3% | B: -6.3% | C: 8.9 | D: -11.6% | E: 3.5% | F: -13.3% | G: ? | H: -3.8% | I: ? | J: 0.0% | K: 1.3%

canonical_smiles: Cc1ccc(NC(=S)N2CCN(c3ccccn3)CC2)cc1C
  A: -1.4% | B: 22.1% | C: -4.5 | D: 4.0% | E: 2.0% | F: -6.2% | G: 1.9% | H: -6.6% | I: -14.1% | J: -0.3% | K: -0.2%

canonical_smiles: NC(=O)N/N=C/c1coc2ccc(O)cc2c1=O
  A: -5.9% | B: 13.3% | C: -1.9 | D: -3.7% | E: 3.6% | F: -18.1% | G: -1.1% | H: -11.3% | I: -38.3% | J: -0.3% | K: 1.3%

canonical_smiles: O=C(NCCc1ccccc1F)c1ccc2c(c1)OCCO2
  A: 0.1% | B: -24.1% | C: ? | D: -19.8% | E: 1.7% | F: -42.6%[inhibitor] | G: -3.4% | H: ? | I: 38.4% | J: -0.4% | K: 1.2%

canonical_smiles: CC(=O)c1cccc(NC(=O)C2CC(=O)N(Cc3ccccc3)C2)c1 (stereo not given)
  A: -8.1% | B: -6.2% | C: -0.8 | D: -1.1% | E: -0.1% | F: 0.0% | G: -1.9% | H: -1.5% | I: -9.7% | J: -0.3% | K: 1.9%

canonical_smiles: COc1ccccc1NC(=O)c1ccc2c(c1)CCN2S(C)(=O)=O
  A: -1.0% | B: 2.0% | C: ? | D: 4.5% | E: 1.8% | F: 0.0% | G: -2.0% | H: 0.9% | I: 31.0% | J: 0.3% | K: 3.7%

canonical_smiles: COc1ccccc1-c1nnc(SCC(=O)NCc2ccco2)n1N
  A: -0.7% | B: -2.4% | C: -2.0 | D: 1.4% | E: -2.0% | F: -42.2% | G: 11.5% | H: 0.3% | I: 4.9% | J: -0.1% | K: 2.8%

canonical_smiles: Cn1cc(C(=O)c2cccc(Cl)c2)cc1/C=N\O
  A: 1.8% | B: 19.1% | C: 10.6 | D: 2.7% | E: 3.3% | F: 29.6% | G: -3.7% | H: 4.0% | I: 27.9% | J: 0.2% | K: 10.5%

canonical_smiles: Cc1nc(N(C)C)ncc1C(=O)O
  A: -0.9% | B: 0.9% | C: -0.9 | D: -11.4% | E: 0.3% | F: 1.4% | G: 4.4% | H: -0.7% | I: -1.1% | J: 0.1% | K: 5.1%

canonical_smiles: O=C1Nc2ccc3c(c2C1=Cc1cc2c(cc1Br)OCO2)OCO3
  A: -9.7% | B: / | C: / | D: / | E: -1.2% | F: -81.0% | G: -4.6% | H: / | I: -10.9% | J: / | K: /

canonical_smiles: Cc1cc(C)c2cc3c(N)c(C(=O)N4CCc5ccccc5C4)sc3nc2c1
  A: ? | B: -11.9% | C: 0.2 | D: -10.3% | E: -11.8% | F: -0.8% | G: 7.9% | H: -0.9% | I: 15.2% | J: -0.1% | K: 2.4%

canonical_smiles: COc1cc(CCN2C(=O)N[C@@H](CCc3ccccc3)C(C(C)=O)=C2C)cc(OC)c1OC
  A: -0.7% | B: -4.9% | C: 0.7 | D: -2.7% | E: 5.0% | F: 3.3% | G: -1.8% | H: 1.5% | I: -23.3% | J: -0.7% | K: -2.0%

canonical_smiles: N#Cc1ccc(/C=N/NC(=S)Nc2ccc(S(=O)(=O)N3CCOCC3)cc2)cc1
  A: -0.4% | B: -9.9% | C: 0.1 | D: -6.6% | E: 5.8% | F: -13.5% | G: 0.9% | H: -5.2% | I: -2.4% | J: -0.5% | K: 10.5%

canonical_smiles: CCCCc1ccc(NC(=O)N[C@@H](C)C(=O)O)cc1
  A: -3.3% | B: 0.3% | C: -2.3 | D: 2.8% | E: 4.7% | F: -11.4% | G: -1.3% | H: 2.6% | I: -7.9% | J: 0.0% | K: 2.1%

canonical_smiles: CCOC(=O)n1c(=O)n(Cc2ccccc2Cl)c2ccccc21
  A: -13.6% | B: -4.0% | C: 2.8 | D: 15.0% | E: -2.5% | F: -18.1% | G: -3.7% | H: 0.9% | I: -12.4% | J: -0.9% | K: -1.5%

canonical_smiles: O=C(O)c1cccc(CN2C(=O)CSC2=O)c1
  A: -5.8% | B: 14.2% | C: -5.9 | D: 4.1% | E: 0.0% | F: -7.6% | G: 2.0% | H: 0.9% | I: 3.6% | J: 1.0% | K: -1.1%

An excerpt from above in order of formula weight, rising.
Letters – A = TSG101-PTAP inh; B = Eya2 inh; C = TRPV1 ag; D = p53 reactivation; E = ASM inhibitor; F = BRCA1 expr act; G = uPA surface inh; H = ELG1 genotoxic; I = Integrin act MD; J = B2AR arrestin; K = USP2a inh
canonical_smiles: Cc1nc(N(C)C)ncc1C(=O)O
  A: -0.9% | B: 0.9% | C: -0.9 | D: -11.4% | E: 0.3% | F: 1.4% | G: 4.4% | H: -0.7% | I: -1.1% | J: 0.1% | K: 5.1%

canonical_smiles: CCCCc1ccc(NC(=O)N[C@@H](C)C(=O)O)cc1
  A: -3.3% | B: 0.3% | C: -2.3 | D: 2.8% | E: 4.7% | F: -11.4% | G: -1.3% | H: 2.6% | I: -7.9% | J: 0.0% | K: 2.1%

canonical_smiles: CCOC(=O)n1c(=O)n(Cc2ccccc2Cl)c2ccccc21
  A: -13.6% | B: -4.0% | C: 2.8 | D: 15.0% | E: -2.5% | F: -18.1% | G: -3.7% | H: 0.9% | I: -12.4% | J: -0.9% | K: -1.5%

canonical_smiles: COc1ccccc1NC(=O)c1ccc2c(c1)CCN2S(C)(=O)=O
  A: -1.0% | B: 2.0% | C: ? | D: 4.5% | E: 1.8% | F: 0.0% | G: -2.0% | H: 0.9% | I: 31.0% | J: 0.3% | K: 3.7%

canonical_smiles: COc1ccccc1-c1nnc(SCC(=O)NCc2ccco2)n1N
  A: -0.7% | B: -2.4% | C: -2.0 | D: 1.4% | E: -2.0% | F: -42.2% | G: 11.5% | H: 0.3% | I: 4.9% | J: -0.1% | K: 2.8%

canonical_smiles: O=C1Nc2ccc3c(c2C1=Cc1cc2c(cc1Br)OCO2)OCO3
  A: -9.7% | B: / | C: / | D: / | E: -1.2% | F: -81.0% | G: -4.6% | H: / | I: -10.9% | J: / | K: /

canonical_smiles: N#Cc1ccc(/C=N/NC(=S)Nc2ccc(S(=O)(=O)N3CCOCC3)cc2)cc1
  A: -0.4% | B: -9.9% | C: 0.1 | D: -6.6% | E: 5.8% | F: -13.5% | G: 0.9% | H: -5.2% | I: -2.4% | J: -0.5% | K: 10.5%

canonical_smiles: COc1cc(CCN2C(=O)N[C@@H](CCc3ccccc3)C(C(C)=O)=C2C)cc(OC)c1OC
  A: -0.7% | B: -4.9% | C: 0.7 | D: -2.7% | E: 5.0% | F: 3.3% | G: -1.8% | H: 1.5% | I: -23.3% | J: -0.7% | K: -2.0%
